Source: PubChem
CRFBP-R2 block: antagonists of CRF-BP/CRF-R2 complex, primary screen, cell-based, HEK293, calcium dye fluorescence, uHTS. CRF-induced calcium fluorescence. inhibition, % at 11.8 µM. 350,000 compounds, 0.59% hits. AID 588475, 2011;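 active = inhibition of the ligand-induced calcium signal above about 50% at the single tested concentration, limit read from the data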
CRFBP-R2 agonist: agonists of CRF-BP/CRF-R2 complex, primary screen, cell-based, HEK293, calcium dye fluorescence, uHTS | CRF-binding protein / CRF receptor 2 complex (human) | calcium dye fluorescence (FLIPR); percent of saturating CRF peptide response | activation, % at 13.2 µM | 350,000 compounds, 0.46% hits;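 active = activation of at least 50%, plus an integration ratio under a set limit after plate pattern correction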;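 also: plate controls were neutral control wells without compound for no effect and CRF at EC100 for full effect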
NS3 helicase inh: inhibitors of HCV NS3 helicase, primary screen, biochemical, Cy5 molecular beacon fluorescence. 290,000 compounds, 0.56% hits. inhibition, % at 10.9 µM. NS3 helicase DNA unwinding. Hepatitis C virus NS3 helicase;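 active = inhibition above the mean of all tested compounds plus 3 SD, set per campaign, cut at about 35% in these data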;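 also: 0% = DMSO wells and 100% = thioflavine S control wells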
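System: NS3 helicase fragment of HCV / Schedule: 1 h at 25 °C / Control set: DMSO alone as 0% and 110 µM thioflavine S as 100% / Reagent: Cy5/quencher beacon DNA duplex and ATP to start / Technique: Cy5 fluorescence / Replication: singlicate / Evaluation: % inhibition of end-to-start signal ratio versus controls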
SUMO HTRF inh: inhibitors of in vitro SUMOylation cascade, primary screen, biochemical, HTRF, uHTS; SUMO-conjugating enzyme UBC9 (Homo sapiens), P63279; HTRF SUMOylation assay, SAE1/SAE2 + UBC9; inhibition, % at 35 µM; 290,000 compounds, 0.36% hits; AID 2006, 2009; in the data active = inhibition above about 50%, passing the limit was not always enough; also: strong numbers were not always called active
DNA FID counter: compounds displacing fluorescent DNA intercalator, primary screen, artefact control for HCV NS3 helicase inhibitor project, biochemical, FID fluorescence | 290,000 compounds, 0.17% hits | inhibition, % at 7.9 µM | DNA fluorescent intercalator displacement; in the data active = inhibition above about 37%;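 also: 0% = vehicle and 100% = reference compound; higher means more ethidium bromide displaced from hairpin DNA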
MEKK3 PB1 HTS: modulators of MEKK3-MEK5 PB1 binding, primary screen, biochemical, wildtype MEKK3, multiplex bead flow cytometry, Alexa488-MEK5. bead-based flow cytometry, Alexa488-MEK5 binding to MEKK3; actives lie on both sides; 0 = blocked by unlabeled MEK5, 100 = vehicle. binding response (% of control), % at 10 µM. 290,000 compounds, 1.4% hits;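 active = binding response more than 3 SD above or below the average of its plate-row segment, actives on both sides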;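 also: Alexa488 bead fluorescence after subtracting the streptavidin-only scavenger bead signal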
Target sequence (Q99759 whole entry, looked up): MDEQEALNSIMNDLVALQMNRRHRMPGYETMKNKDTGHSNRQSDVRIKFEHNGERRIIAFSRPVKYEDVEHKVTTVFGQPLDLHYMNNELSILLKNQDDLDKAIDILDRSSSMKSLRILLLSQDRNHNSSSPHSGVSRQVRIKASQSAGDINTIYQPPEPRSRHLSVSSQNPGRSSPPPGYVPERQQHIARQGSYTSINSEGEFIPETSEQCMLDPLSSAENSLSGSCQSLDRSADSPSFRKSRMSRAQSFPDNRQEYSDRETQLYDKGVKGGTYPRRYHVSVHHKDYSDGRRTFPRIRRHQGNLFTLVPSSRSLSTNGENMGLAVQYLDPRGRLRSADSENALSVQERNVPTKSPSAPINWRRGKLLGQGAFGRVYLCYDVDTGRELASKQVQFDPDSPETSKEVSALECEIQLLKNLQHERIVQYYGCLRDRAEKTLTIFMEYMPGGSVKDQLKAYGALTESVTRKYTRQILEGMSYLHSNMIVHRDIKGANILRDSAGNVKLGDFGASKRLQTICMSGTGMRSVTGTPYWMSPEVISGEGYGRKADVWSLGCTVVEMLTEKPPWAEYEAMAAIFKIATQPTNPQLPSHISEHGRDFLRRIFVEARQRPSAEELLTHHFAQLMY
MEKK2 WT-MEK5: modulators of MEK5 binding to wildtype MEKK2, primary screen, biochemical, multiplex bead flow cytometry, Alexa488-MEK5; Mitogen-activated protein kinase kinase kinase 2 (Homo sapiens), Q9Y2U5; Alexa488-MEK5 binding to MEKK2 WT; actives lie on both sides; binding response (% of control), % at 10 µM; 290,000 compounds, 1.1% hits; in the data active = binding response below about 67% or above about 130%
MEKK2mut PB1 HTS: MEK5 binding signal on mutant MEKK2 PB1, primary screen, biochemical, multiplex bead flow cytometry, Alexa488-MEK5 | AID 1530, 2009 | 290,000 compounds, 0.35% hits | percent response, % at 10 µM | Alexa488-MEK5 binding to MEKK2 mutant; in the data active = percent response above about 24%, passing the limit was not always enough; also: inactives centre near 1; some results filed as inactive read as strong as hits
GalR3 antagonist: GalR3 antagonists in HEK293 cells, primary screen, cell-based, fluorescence readout; 360,000 compounds, 0.44% hits; Galanin receptor type 3 (Homo sapiens), O60755; inhibition, % at 3 µM; HEK293 GalR3-CNG cAMP membrane potential fluorescence; galR3 body fused to GalR1 C-terminus;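 active = inhibition above the screen-wide average plus 3 SD, cut at about 13% in these data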;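 also: forskolin and galanin both at EC90 stimulate the cells; cAMP rise reported by CNG channel membrane potential dye signal; 0% = forskolin plus galanin with DMSO and 100% = forskolin alone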
* marks the source's active call; other numbers are inactive results; x = no result given.

SMILES	CRFBP-R2 block	CRFBP-R2 agonist	NS3 helicase inh	SUMO HTRF inh	DNA FID counter	MEKK3 PB1 HTS	MEKK2 WT-MEK5	MEKK2mut PB1 HTS	GalR3 antagonist
O=C1/C(=C\c2cccnc2)N2CCC1CC2	16	-0.1	16	12	-12	93	94	-8	0
C=CCN1C(=O)NC(=O)/C(=C/c2ccc(OCC(=O)Nc3ccc(C)cc3)cc2)C1=O	-6	3.0	12	2	-2	98	90	-7	1
O=[N+]([O-])c1ccc(C2[C@H]3C(c4ccccc4)=NC4(CCCC4)N23)cc1 (some centres not stated)	-13	2.9	-2	3	4	102	106	6	-7
CC(C)(C)N1C(=O)NC(=O)/C(=C\c2ccc3c(c2)CCN3CCCCl)C1=O	9	11	97*	22	-27	91	77	-6	-5
Cn1c(O)c(C=Nc2ccccc2)c(=O)n(C)c1=O	-3	0.0	5	-6	-4	102	103	3	-6
Cc1cccc(N2C(=O)NC(=O)/C(=C\c3cc(C)n(-c4sc5c(c4C#N)CCCC5)c3C)C2=O)c1C	-54	13	34	17	-15	102	86	4	-5
Cc1ccccc1N1C(=O)NC(=O)/C(=C\c2cnn(-c3ccccc3)c2)C1=O	-35	0.0	-10	5	-12	100	94	0	8
CCC(CC)N1CCN(Cc2nc3ccccc3c(=O)n2-c2ccc(F)cc2)CC1	8	1.1	-3	-5	0	99	106	3	-8
CC12CC(c3ccccc3O1)C(C(=O)OCc1ccccc1)C(=O)N2 (configuration not stated)	-3	-0.2	0	-30	-17	100	97	1	-4
COc1ccc(-n2c(O)c(C(C)=Nc3ccc4c(c3)CCC4)c(=O)[nH]c2=O)cc1	1	-0.6	-7	11	-2	99	99	2	0
CCCC(=O)Nc1cc(C(=O)N2CCC3(CC2)OCCO3)ccc1S(=O)(=O)c1ccc(C)cc1	-12	0.5	1	-8	-21	96	101	5	-3
O=C(O)c1ccc(/C=C/c2nc3ccccc3c(=O)n2-c2ccc(Br)cc2)cc1	1	0.4	-10	12	-26	100	100	4	-10
COC(=O)c1ccccc1NC(=O)N1C[C@@H]2C[C@@H](C1)c1cccc(=O)n1C2	17	-1.1	10	-2	-2	96	91	-3	-5
O=c1[nH]c(=O)n(CCC2=CCCCC2)c(O)c1C=NCCCn1ccnc1	0	1.1	-4	18	1	103	103	7	-2
C=Cn1ccnc1P(=S)(c1ccn(C)c1)c1nccn1C=C	11	-0.8	-3	13	-9	97	97	0	4
O=Cc1c(C(=O)O)n(Cc2ccc(Cl)cc2)c2ccccc12	-37	31	32	21	-29	113	95	-1	-3
Brc1ccccc1	7	0.9	x	4	x	101	99	4	-5
Cc1nn(Cc2ccccc2)c(C)c1C(=O)OCC(=O)Nc1cc(S(C)(=O)=O)ccc1Cl	-5	0.1	0	25	-4	92	80	-8	-3
Cc1ccc(C)c(-n2c(C)nc3ccccc3c2=O)c1	17	-4.5	-8	11	0	102	106	5	-6
CN(C)P(=O)(C(Cl)=C(N1CCCCC1)N1CCCCC1)N(C)C	-7	1.3	3	32	-16	83	87	-12	-3
O=C(Nc1ccc(F)cc1)c1c(O)c2c(n(Cc3ccccc3)c1=O)CCCC2	-36	5.4	1	-3	3	104	92	-5	-2
O=C(c1ccc(CNS(=O)(=O)c2ccccc2)cc1)N1CCC2(CC1)OCCO2	8	-0.1	-2	2	-16	90	94	-4	-1
Cc1cc(C)n2nc(SCC(=O)N3CCC4(CC3)OCCO4)nc2n1	3	0.3	-2	21	-4	97	99	2	-1
Cc1ccc(S(=O)(=O)N2CCC(C(=O)N3CCC4(CC3)OCCO4)CC2)cc1	10	-0.3	-6	-20	-14	107	114	5	1
COc1ccc(CN2CC=C(c3ccc(F)cc3)CC2)cc1Br	-5	4.3	-60	-16	19	109	123	17	-6
Cc1ccc(S(=O)(=O)Nc2cc(C(=O)N3CCC4(CC3)OCCO4)ccc2N2CCCCC2)cc1	33	-1.1	-8	-6	-18	86	93	-13	-5
Cc1ccc(N2C(=O)NC(=O)/C(=C/c3cnc(-c4ccccc4)nc3)C2=O)cc1C	-19	1.1	27	15	15	97	93	-1	-3
CCOC(=O)C1(c2ccccc2)CCN(CCC(C#N)(c2ccccc2)c2ccccc2)CC1	-4	2.3	x	x	x	101	136*	6	x

Structural class: the entries above with sulfur.
SMILES	CRFBP-R2 block	CRFBP-R2 agonist	NS3 helicase inh	SUMO HTRF inh	DNA FID counter	MEKK3 PB1 HTS	MEKK2 WT-MEK5	MEKK2mut PB1 HTS	GalR3 antagonist
Cc1cccc(N2C(=O)NC(=O)/C(=C\c3cc(C)n(-c4sc5c(c4C#N)CCCC5)c3C)C2=O)c1C	-54	13	34	17	-15	102	86	4	-5
CCCC(=O)Nc1cc(C(=O)N2CCC3(CC2)OCCO3)ccc1S(=O)(=O)c1ccc(C)cc1	-12	0.5	1	-8	-21	96	101	5	-3
C=Cn1ccnc1P(=S)(c1ccn(C)c1)c1nccn1C=C	11	-0.8	-3	13	-9	97	97	0	4
Cc1nn(Cc2ccccc2)c(C)c1C(=O)OCC(=O)Nc1cc(S(C)(=O)=O)ccc1Cl	-5	0.1	0	25	-4	92	80	-8	-3
O=C(c1ccc(CNS(=O)(=O)c2ccccc2)cc1)N1CCC2(CC1)OCCO2	8	-0.1	-2	2	-16	90	94	-4	-1
Cc1cc(C)n2nc(SCC(=O)N3CCC4(CC3)OCCO4)nc2n1	3	0.3	-2	21	-4	97	99	2	-1
Cc1ccc(S(=O)(=O)N2CCC(C(=O)N3CCC4(CC3)OCCO4)CC2)cc1	10	-0.3	-6	-20	-14	107	114	5	1
Cc1ccc(S(=O)(=O)Nc2cc(C(=O)N3CCC4(CC3)OCCO4)ccc2N2CCCCC2)cc1	33	-1.1	-8	-6	-18	86	93	-13	-5

A portion of the library, so the mix of outcomes need not match the whole.
